Compound activity deposited in PubChem by Broad Institute.
Mtb BioA inh: M. tuberculosis BioA enzyme inhibitors, primary screen, biochemical, plate reader, single point, HTS; 7,8-diaminopelargonic acid synthase BioA (Mycobacterium tuberculosis); purified M. tuberculosis BioA enzyme; inhibition, % at 9.99 µM; 360,000 compounds, 0.096% hits; AID 602481, 2012; in the data active = inhibition above about 40%
* hit, by the source's call.

SMILES | Mtb BioA inh
CN(C)C(=O)C[C@H]1C[C@@H]2c3cc(NC(=O)NC4CCCC4)ccc3O[C@@H]2[C@H](CO)O1 | -0.1
C/C=C/c1cnc2c(c1)C(=O)N([C@@H](C)CO)C[C@H](C)[C@H](CN(C)C(=O)NC1CCCC1)O2 | -0.6
CC(C)C#Cc1ccc2c(c1)O[C@H](CN(C)Cc1ccccn1)[C@H](C)CN([C@@H](C)CO)S2(=O)=O | 3.7
C[C@@H]1CN([C@H](C)CO)C(=O)c2ccccc2-c2ccccc2CO[C@H]1CN(C)C(=O)Nc1ccccc1C(F)(F)F | -0.9
COc1ccc(CN(C)C[C@@H]2OCCCC[C@H](C)Oc3ccc(NC(=O)Nc4ccc5c(c4)OCO5)cc3C(=O)N([C@H](C)CO)C[C@@H]2C)cc1 | -1.6
CCCC(=O)Nc1ccc2c(c1)C(=O)N(C)C[C@@H](OC)[C@H](C)CN(C(=O)c1cccnc1)[C@H](C)CO2 | -0.8
COCC(=O)Nc1ccc2c(c1)[C@H]1C[C@H](CC(=O)NCc3ccncc3)O[C@H](CO)[C@H]1O2 | 5.1
C[C@H]1CN([C@@H](C)CO)C(=O)c2cc(NC(=O)Nc3ccccc3)ccc2O[C@@H]1CN(C)S(=O)(=O)c1ccccc1 | 1.0
O=S(=O)(NCC[C@@H]1CC[C@H](NS(=O)(=O)c2ccccc2Cl)[C@H](CO)O1)c1ccc(Cl)cc1 | -1.4
Cc1noc(C)c1NC(=O)Nc1ccc2c(c1)C(=O)N([C@@H](C)CO)C[C@@H](C)[C@@H](CN(C)C(=O)Nc1ccccc1)OCCCC[C@@H](C)O2 | 2.6
O=C(C[C@H]1CC[C@@H]2[C@H](COC[C@@H](O)CN2C(=O)Nc2ccc(F)cc2)O1)NCC1CC1 | 1.8
C[C@H](CO)N1C[C@H](C)[C@@H](CN(C)CC2CC2)Oc2cc(-c3cccc(C#N)c3)ccc2S1(=O)=O | -0.9
COc1ccc(NC(=O)Nc2ccc3c(c2)C(=O)N([C@@H](C)CO)C[C@@H](C)[C@H](CN(C)C(=O)Nc2ccc(C(F)(F)F)cc2)OCCCC[C@@H](C)O3)cc1 | -2.0
C[C@H](CO)N1C[C@H](C)[C@H](CN(C)Cc2ccccc2)Oc2c(NC(=O)c3ccncc3)cccc2C1=O | -2.2
CN1CCN(C(=O)C[C@H]2CC[C@H]3[C@@H](COC[C@@H](O)CN3S(=O)(=O)c3cccc(F)c3)O2)CC1 | -0.2

Seven structures from above, ordered by length of the SMILES, lowest first.
SMILES | Mtb BioA inh
O=S(=O)(NCC[C@@H]1CC[C@H](NS(=O)(=O)c2ccccc2Cl)[C@H](CO)O1)c1ccc(Cl)cc1 | -1.4
C/C=C/c1cnc2c(c1)C(=O)N([C@@H](C)CO)C[C@H](C)[C@H](CN(C)C(=O)NC1CCCC1)O2 | -0.6
C[C@H](CO)N1C[C@H](C)[C@@H](CN(C)CC2CC2)Oc2cc(-c3cccc(C#N)c3)ccc2S1(=O)=O | -0.9
CCCC(=O)Nc1ccc2c(c1)C(=O)N(C)C[C@@H](OC)[C@H](C)CN(C(=O)c1cccnc1)[C@H](C)CO2 | -0.8
C[C@@H]1CN([C@H](C)CO)C(=O)c2ccccc2-c2ccccc2CO[C@H]1CN(C)C(=O)Nc1ccccc1C(F)(F)F | -0.9
C[C@H]1CN([C@@H](C)CO)C(=O)c2cc(NC(=O)Nc3ccccc3)ccc2O[C@@H]1CN(C)S(=O)(=O)c1ccccc1 | 1.0
COc1ccc(CN(C)C[C@@H]2OCCCC[C@H](C)Oc3ccc(NC(=O)Nc4ccc5c(c4)OCO5)cc3C(=O)N([C@H](C)CO)C[C@@H]2C)cc1 | -1.6

The results go on:
SMILES | Mtb BioA inh
C[C@H]1CN([C@@H](C)CO)C(=O)c2cc(C#Cc3ccc(F)cc3)cnc2O[C@@H]1CN(C)CC1CCOCC1 | -2.9
COc1ccc(NC(=O)Nc2ccc3c(c2)C(=O)N([C@@H](C)CO)C[C@@H](C)[C@@H](CN(C)C(=O)C2CCCCC2)OCCCC[C@H](C)O3)cc1 | -2.1
CCCC#Cc1cnc2c(c1)C(=O)N([C@H](C)CO)C[C@H](C)[C@@H](CN(C)C(=O)NC1CCCC1)O2 | 0.9
C[C@H](CO)N1C[C@H](C)[C@@H](CN(C)S(=O)(=O)c2cn(C)cn2)OCCCC[C@H](C)Oc2ccc(NC(=O)CCCCCC(=O)Nc3ccccc3N)cc2C1=O | -0.8
CN1C[C@@H]2[C@H](c3ccccc31)[C@H](CO)N2C(=O)Nc1ccccc1 | -0.1
CCCN1C[C@H](C)[C@H](OC)CN(C)C(=O)c2ccc(NC(=O)c3ccccc3)cc2OC[C@@H]1C | -0.6
O=C(C[C@H]1CC[C@H]2[C@@H](COC[C@@H](O)CN2Cc2nccs2)O1)NCc1ccccc1Cl | 0.4
Cc1noc(C)c1NC(=O)Nc1ccc2c(c1)C(=O)N([C@@H](C)CO)C[C@@H](C)[C@@H](CN(C)S(=O)(=O)c1ccc(Cl)cc1)O2 | -0.8
C[C@H](CO)N1C[C@H](C)[C@H](CN(C)Cc2ccccc2F)Oc2ncc(C#CCN(C)C)cc2C1=O | -0.1
O=C(C[C@@H]1CC[C@@H]2[C@H](COC[C@@H](O)CN2Cc2nccs2)O1)NCc1ccc(-c2ccccc2)cc1 | -0.4
Cc1ccc(S(=O)(=O)N(C)C[C@@H]2Oc3ccc(NC(=O)c4ccncc4)cc3C(=O)N([C@@H](C)CO)C[C@@H]2C)cc1 | -2.6
C[C@@H]1CCCCO[C@@H](CN(C)S(=O)(=O)c2ccccc2)[C@@H](C)CN([C@@H](C)CO)C(=O)c2cc(N(C)C)ccc2O1 | -0.2
COc1ccc(S(=O)(=O)N(C)C[C@H]2Oc3ccc(NC(=O)Nc4cccc5ccccc45)cc3C(=O)N([C@H](C)CO)C[C@@H]2C)cc1 | -1.4
CC(C)NC(=O)N(C)C[C@H]1Oc2ccc(NC(=O)Nc3ccccc3)cc2C(=O)N([C@H](C)CO)C[C@H]1C | 1.2
O=S(=O)(N[C@H]1CC[C@@H](CCn2cc(-c3cccc(F)c3)nn2)O[C@@H]1CO)c1ccc(Cl)cc1 | 3.7
C[C@H]1CN([C@@H](C)CO)C(=O)c2cc(C#Cc3ccccc3)cnc2O[C@H]1CN(C)C(=O)CN(C)C | 0.0
CC(C)NC(=O)N(C)C[C@@H]1Oc2ncc(C#Cc3ccccc3F)cc2C(=O)N([C@H](C)CO)C[C@@H]1C | -0.3
C[C@@H]1CN([C@H](C)CO)C(=O)c2cc(NC(=O)Nc3ccc(F)cc3)ccc2O[C@@H]1CN(C)S(=O)(=O)c1ccc(F)cc1 | -0.4
CC(C)CC#Cc1ccc2c(c1)O[C@H](CN(C)C(=O)Nc1ccccc1)[C@H](C)CN([C@H](C)CO)S2(=O)=O | -1.8
CCCNC(=O)N(C)C[C@@H]1Oc2cc(C#C[C@@H](C)O)ccc2S(=O)(=O)N([C@H](C)CO)C[C@H]1C | 0.2
O=C(C[C@H]1C[C@H]2c3cc(NC(=O)Nc4ccc(C(F)(F)F)cc4)ccc3O[C@H]2[C@H](CO)O1)NCCc1ccccc1 | -1.4
CC(C)NC(=O)Nc1ccc2c(c1)CC(=O)N([C@H](C)CO)C[C@@H](C)[C@@H](CN(C)S(=O)(=O)c1cccs1)O2 | 2.3
Cn1cnc(S(=O)(=O)N2C[C@H](O)COC[C@@H]3O[C@H](CC(=O)NCc4cc(F)cc(F)c4)CC[C@H]32)c1 | 0.5
C[C@@H]1CCCCO[C@H](CN(C)S(=O)(=O)c2ccc(Cl)cc2)[C@H](C)CN([C@@H](C)CO)C(=O)c2cc(NC(=O)CCCN(C)C)ccc2O1 | -2.8
COc1ccc(CCN2C(=O)[C@@]3(Cc4ccccc42)c2ccccc2C(=O)N(C2CCCCC2)[C@H]3c2ccc(CO)cc2)cc1 | -1.2
C[C@H](CO)N1C[C@H](C)[C@@H](CN(C)Cc2ccc(C(F)(F)F)cc2)Oc2ccc(NC(=O)Nc3ccc(C(F)(F)F)cc3)cc2CC1=O | -1.5
C/C=C/c1ccc([C@H]2[C@@H](CO)N3CCCCN(C(=O)NC4CCCC4)C[C@H]23)cc1 | -2.0
O=C(C[C@@H]1CC[C@@H](NC(=O)Nc2ccccc2F)[C@@H](CO)O1)NCc1ccccc1 | 2.0
Cc1ccc(S(=O)(=O)NCC[C@H]2CC[C@H](NC(=O)Nc3cccc(F)c3)[C@H](CO)O2)cc1 | 4.7
C[C@@H]1CN([C@H](C)CO)S(=O)(=O)c2ccc(/C=C/c3ccccc3)cc2O[C@H]1CN(C)C(=O)NC1CCCC1 | 0.4
CN(C)C(=O)C[C@@H]1C[C@@H]2c3cc(NC(=O)C4CCOCC4)ccc3O[C@@H]2[C@H](CO)O1 | 0.4
CO[C@H]1CN(C)C(=O)c2ccc(NC(=O)C3CCCC3)cc2OC[C@H](C)N(CCC(F)(F)F)C[C@H]1C | -1.3
O=C(NCc1ccc(F)cc1)[C@H]1[C@H](CO)[C@H]2Cn3c(ccc(-c4cccnc4)c3=O)[C@@H]1N2 | 1.9
CN1C(=O)c2cc(NC(=O)Cc3ccccc3)ccc2OC[C@@H]2O[C@H](CC(=O)NC3CCC3)CC[C@H]21 | 10
Cc1ccccc1S(=O)(=O)N1CCCCN2[C@H](CO)[C@@H](c3ccc(-c4cccnc4)cc3)[C@H]2C1 | 0.7
CO[C@H]1CN(C)C(=O)c2ccc(NC(=O)C3CC3)cc2OC[C@H](C)N(Cc2cccnc2)C[C@@H]1C | 2.2
O=C(O)[C@@H]1[C@@H](CO)[C@@H]2Cn3c(ccc(-c4cccnc4)c3=O)[C@H]1N2C(=O)Nc1cc(F)ccc1F | -1.0
C[C@@H]1CCCCO[C@H](CN(C)C(=O)Nc2ccc(F)cc2)[C@@H](C)CN([C@@H](C)CO)C(=O)c2cc(NC(=O)c3ccccc3)ccc2O1 | -1.5
C[C@H]1CN([C@@H](C)CO)C(=O)c2cc(-c3cccc(C(=O)N(C)C)c3)cnc2O[C@H]1CN(C)C | -0.3
O=C(NC1CCC1)[C@@H]1[C@@H](CO)[C@@H]2Cn3c(ccc(-c4cncnc4)c3=O)[C@H]1N2CCc1ccccc1 | -0.4
CN1CCN(C(=O)C[C@H]2CC[C@@H]3[C@H](COC[C@H](O)CN3Cc3cccc(Cl)c3)O2)CC1 | 0.1
C[C@@H]1CN([C@H](C)CO)C(=O)CCCn2cc(nn2)CO[C@H]1CN(C)C | -1.4
Cc1noc(C)c1NC(=O)N(C)C[C@@H]1Oc2ccc(NC(=O)NC3CCCCC3)cc2CC(=O)N([C@H](C)CO)C[C@@H]1C | -1.6
COc1cccc(S(=O)(=O)N2CCCCN3[C@@H](CO)[C@@H](c4ccc(C#CC5CC5)cc4)[C@@H]3C2)c1 | 5.5
C[C@@H]1CN([C@@H](C)CO)C(=O)c2cc(NS(=O)(=O)c3ccc(F)cc3)ccc2O[C@@H](C)CCCCO[C@@H]1CN(C)S(=O)(=O)c1ccc(Cl)cc1 | -3.0
CO[C@@H]1CN(C)C(=O)c2cc(NC(=O)C3CC3)ccc2OC[C@H](C)N(Cc2cc(F)ccc2F)C[C@@H]1C | -1.5
Cc1noc(C)c1NC(=O)N(C)C[C@@H]1Oc2c(NC(=O)C3CCCCC3)cccc2C(=O)N([C@H](C)CO)C[C@H]1C | 0.3
CO[C@@H]1CN(C)C(=O)c2cc(NC(C)=O)ccc2OC[C@@H](C)N(Cc2cc(F)ccc2F)C[C@H]1C | -1.6
C[C@@H]1CN([C@@H](C)CO)C(=O)c2cc(NC(=O)Cc3ccccc3)ccc2O[C@@H](C)CCCCO[C@@H]1CN(C)C | -1.9
CCC(=O)N1[C@H](C(=O)Nc2nccs2)[C@@H](CO)[C@@H]2Cn3c(ccc(C4=CCCCC4)c3=O)[C@@H]21 | 0.7
COc1cccc(S(=O)(=O)N2C[C@H](O)COC[C@H]3O[C@@H](CC(=O)N4CCN(c5ccccc5)CC4)CC[C@@H]32)c1 | -1.3
COc1cccc(-c2cnc3c(c2)C(=O)N([C@H](C)CO)C[C@H](C)[C@H](CN(C)C(=O)Nc2ccc(F)cc2)O3)c1 | -0.2
O=C(C[C@H]1CC[C@@H](NC(=O)Nc2ccc3c(c2)OCO3)[C@H](CO)O1)NCc1ccc(Cl)cc1 | 1.0
COc1ccc(CN(C)C[C@H]2OCCCC[C@@H](C)Oc3ccc(NC(=O)Nc4ccc5c(c4)OCO5)cc3C(=O)N([C@H](C)CO)C[C@@H]2C)cc1 | -0.4
Cc1nn(C)cc1NC(=O)C[C@@H]1CC[C@@H]2[C@@H](COc3ccc(NC(=O)NC(C)C)cc3C(=O)N2C)O1 | 1.8
C[C@@H]1CN([C@H](C)CO)C(=O)Cc2cc(NC(=O)CCCN(C)C)ccc2O[C@@H]1CN(C)Cc1ccc(-c2ccccc2)cc1 | 0.5
Cc1ccccc1-c1cnc2c(c1)C(=O)N([C@H](C)CO)C[C@@H](C)[C@@H](CN(C)CC1CCOCC1)O2 | 1.4
C[C@H]1CN([C@@H](C)CO)C(=O)c2cc(NC(=O)CCCN(C)C)ccc2O[C@@H]1CN(C)S(=O)(=O)c1ccc(Cl)cc1 | -2.1
CC(C)NC(=O)N(C)C[C@H]1OCCCC[C@H](C)Oc2ccc(N(C)C)cc2C(=O)N([C@H](C)CO)C[C@@H]1C | -1.6
O=C(N[C@@H]1CC[C@@H](CCNC(=O)C2CCC2)O[C@H]1CO)c1ccncc1 | -0.3
O=C(C[C@@H]1CC[C@H](NS(=O)(=O)c2ccccc2)[C@@H](CO)O1)N1CCc2ccccc2C1 | -2.7
C[C@@H]1CN([C@H](C)CO)C(=O)c2cc(N(C)C)ccc2O[C@H]1CN(C)Cc1ccc(C(F)(F)F)cc1 | -1.5
C[C@@H]1CN([C@@H](C)CO)C(=O)Cc2cc(NS(=O)(=O)c3cn(C)cn3)ccc2O[C@@H]1CN(C)S(=O)(=O)c1cccs1 | -0.8

Individual results from the entries so far:
`C[C@@H]1CN([C@H](C)CO)C(=O)c2ccccc2-c2ccccc2CO[C@H]1CN(C)C(=O)Nc1ccccc1C(F)(F)F` – Mtb BioA inh = -0.9
`COc1ccc(CCN2C(=O)[C@@]3(Cc4ccccc42)c2ccccc2C(=O)N(C2CCCCC2)[C@H]3c2ccc(CO)cc2)cc1` – Mtb BioA inh = -1.2

These rows are one share of the data; the hit share may differ from the screen's.
